High-throughput results from PubChem.
TROY signal inh – inhibitors of TROY-driven NF-kB signaling, primary screen, Q293 LMP1-TROYcd cells, NF-kB luciferase, uHTS | Q293 LMP1-TROYcd NF-kB luciferase reporter, 4 h | AID 1347056, 2019 | inhibition, % at 10 µM | 360,000 tested, 0.98% active;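 active = compounds whose plate-normalised and pattern-corrected inhibition of the luciferase reporter signal at the single screening dose is 50% or more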
EBV LMP1 NFkB – EBV LMP1-driven NF-kappaB luciferase reporter inhibitors, primary screen, cell-based, luminescence, single point; LMP1-induced NF-kappaB luciferase reporter cells; inhibition, % at 12.5 µM; 350,000 tested, 0.69% active; in the data active = inhibition above about 41%;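 note: 0% = neutral control wells and 100% = reference inhibitor control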
CF NFkB inh – inhibitors of PAF-induced NF-kB signaling, primary screen, cell-based, GFP fluorescence, uHTS. KKLEB NF-kB-GFP reporter, GFP fluorescence overnight. inhibition, % at 5 µM. 360,000 tested, 0.86% active. AID 588850, 2011;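 active = at least 50% inhibition at 5 µM, scaled per plate between neutral and stimulator controls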;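 note: PAF is a Pseudomonas aeruginosa culture filtrate used as stimulus; plate controls were PAF-stimulated DMSO wells for no effect and unstimulated DMSO wells for full effect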
NR2F2 inh – NR2F2 transcriptional activity inhibitors, primary screen, cell-based, luciferase reporter, HEK293T, luminescence | HEK293T NGFI-A luciferase reporter | inhibition, % at 8.6 µM | 370,000 tested, 0.7% active | AID 686940, 2013;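 active = inhibition above a per-plate cutoff, mean inhibition of test wells between control levels plus 3 SD, cut at about 38% in these data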;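 note: cells cotransfected with COUP-TFII expression vector driving the NGFI-A reporter; 0% = median of COUP-TF2 test wells and 100% = reporter-only cells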
Target sequence (P24468 whole entry, looked up): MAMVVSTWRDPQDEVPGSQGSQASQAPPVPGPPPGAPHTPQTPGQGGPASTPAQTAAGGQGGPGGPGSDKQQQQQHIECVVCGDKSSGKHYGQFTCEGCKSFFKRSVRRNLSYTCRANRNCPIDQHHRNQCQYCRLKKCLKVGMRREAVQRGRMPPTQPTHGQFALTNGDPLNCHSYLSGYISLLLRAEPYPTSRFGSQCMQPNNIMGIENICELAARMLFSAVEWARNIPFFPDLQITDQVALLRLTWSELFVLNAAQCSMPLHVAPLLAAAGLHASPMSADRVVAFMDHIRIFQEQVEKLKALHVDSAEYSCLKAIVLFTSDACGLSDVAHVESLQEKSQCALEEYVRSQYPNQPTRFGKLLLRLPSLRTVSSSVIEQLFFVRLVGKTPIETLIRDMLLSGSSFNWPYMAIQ
NR5A2 inv ag – LRH-1 (NR5A2) inverse agonists, primary screen, cell-based, luminescence, HEK293T, StAR-luciferase reporter. LRH-1 transfected, 24 h. Nuclear receptor subfamily 5 group A member 2 (Homo sapiens), O00482. inhibition, % at 3.6 µM. AID 602396, 2012. 360,000 tested, 0.13% active;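 active = inhibition above the mean inhibition of all tested compounds plus 3 SD, cut at about 73% in these data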;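 note: 0% = DMSO wells and 100% = reporter-only cells lacking LRH-1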
Target sequence (O00482 whole entry, looked up): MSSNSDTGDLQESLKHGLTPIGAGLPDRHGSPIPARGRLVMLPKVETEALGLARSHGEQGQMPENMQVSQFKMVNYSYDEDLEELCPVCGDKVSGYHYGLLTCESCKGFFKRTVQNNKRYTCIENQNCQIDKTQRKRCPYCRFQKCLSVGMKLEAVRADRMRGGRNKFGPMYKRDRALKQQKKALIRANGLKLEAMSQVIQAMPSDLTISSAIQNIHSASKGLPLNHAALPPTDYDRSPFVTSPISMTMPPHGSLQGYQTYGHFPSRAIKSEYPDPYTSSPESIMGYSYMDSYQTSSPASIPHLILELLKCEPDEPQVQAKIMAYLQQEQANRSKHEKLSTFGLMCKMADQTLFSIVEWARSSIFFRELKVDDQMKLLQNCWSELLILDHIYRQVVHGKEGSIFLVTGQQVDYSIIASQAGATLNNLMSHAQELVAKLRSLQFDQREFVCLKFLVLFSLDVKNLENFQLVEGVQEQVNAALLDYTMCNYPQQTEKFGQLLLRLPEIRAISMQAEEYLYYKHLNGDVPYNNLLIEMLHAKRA
TRAIL sens C8 – viability loss with TRAIL in NB7+C8 cells, primary screen, TRAIL sensitizer project, cell-based, ATPlite luminescence. AID 624354, 2012. inhibition (viability loss, TRAIL sensitization), % at 10 µM. 360,000 tested, 1% active;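 active = compounds causing at least 50% loss of cell viability in the single-dose screen, relative to plate controls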
KKLEB tox – cytotoxicity in KKLEB CF airway cells, primary screen, cytotoxicity control for CF NF-kB inhibitor project, cell-based, uHTS, fluorescence assay plates. KKLEB CF airway cells viability, ATPlite luminescence, overnight; stronger effect = lower value; cells stimulated with P. aeruginosa culture filtrate. activity change (cytotoxicity), % at 5 µM. 360,000 tested, 0.36% active. AID 602141, 2011;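 active = corrected activity change at or below -50% at 5 µM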
TWEAK-Fn14 inh – inhibitors of TWEAK-Fn14 signaling, primary screen, luciferase reporter cells, uHTS. TWEAK-stimulated Fn14 reporter cells, luciferase luminescence, 8 h. inhibition, % at 10 µM. 360,000 tested, 2% active. AID 1159606, 2016; in the data active = inhibition above about 50%
SRC3 inh – SRC3 coactivator transcriptional activity inhibitors, primary screen, cell-based, luminescence | HEK293 GAL4-SRC3 luciferase reporter | 360,000 tested, 0.17% active | AID 588352, 2011 | inhibition, % at 3.6 µM;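 active = inhibition above a per-campaign cutoff, the mean of all compounds plus 3 SD, cut at about 60% in these data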;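 note: 0% = DMSO-treated cells and 100% = gossypol-treated cells at 36 µM; higher means less SRC3-driven luciferase light from the GAL4 reporter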
Shn3 3UTR inh – reduction of Shn3 3'UTR firefly luciferase signal, primary screen, Schnurri-3 inhibitor project, cell-based, Clone20 osteoblasts, set 2 | Clone20 osteoblast Shn3 3'UTR firefly luciferase, 24 h | inhibition, % at 12.5 µM | 360,000 tested, 0.52% active | AID 588674, 2011;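 active = mean inhibition of at least 75% with every replicate also reaching 75%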;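 note: 0% = median of neutral control wells and 100% = pilot-screen positive control compound; some compounds past the cut are filed as inactive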
SRC1 inh – SRC1 coactivator transcriptional activity inhibitors, primary screen, cell-based, luminescence; HEK293 GAL4-SRC1 luciferase reporter; Nuclear receptor coactivator 1 (Homo sapiens), Q15788; 360,000 tested, 0.12% active; inhibition, % at 3.6 µM; AID 588354, 2011;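 active = inhibition above the campaign mean plus 3 SD, with each screening campaign given its own cutoff, cut at about 60% in these data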;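 note: 0% = DMSO treated cells and 100% = gossypol at 36 µM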
* hit, by the source's call; nt = no result given.

SMILES	TROY signal inh	EBV LMP1 NFkB	CF NFkB inh	NR2F2 inh	NR5A2 inv ag	TRAIL sens C8	KKLEB tox	TWEAK-Fn14 inh	SRC3 inh	Shn3 3UTR inh	SRC1 inh
CCCc1cc(=O)[nH]c(SCC(=O)NC(=O)NC2CCCC2)n1	8	9	15	-1	-3	10	-4	4	3	39	11
CN1CC2(C)CN(C(c3ccccc3)c3ccccc3)CC(C)(C1)C2O (stereo unspecified)	-6	0	8	0	1	7	-2	-8	5	3	0
Cc1ccc(-n2ncc3c(SCc4cccc(C)c4)ncnc32)cc1	-51	-8	-8	-20	-44	-2	1	9	-29	-16	-23
COCCN1C(=O)N[C@@H](c2cccc(F)c2)C(C(=O)OC)=C1C	-19	-5	-6	-5	-3	6	-4	1	12	-11	-8
Cc1cccc(N2CCN(C(=O)Cc3ccccc3[N+](=O)[O-])CC2)c1C	-27	-2	15	-32	-7	6	-3	-5	-17	-5	-18
COc1ccc(-c2[nH]ncc2CN(C)C(C)c2ccon2)c(OC)c1 (stereo unspecified)	0	-5	0	10	-3	-7	9	3	14	-1	-36
COc1ccc(OC)c(NC(=O)c2cc3n(n2)C(C(F)(F)F)CC(c2ccc4c(c2)OCO4)N3)c1 (stereo unspecified)	-1	-26	4	17	0	-1	4	6	31	-14	6
CCc1noc(C)c1C(=O)N1CCN(c2ccc([N+](=O)[O-])cc2)CC1	-1	7	7	-2	10	-5	-9	-2	-11	1	-2
CC1CCN(C2=NN3C(=N)/C(=C\c4ccc(OC(=O)c5ccco5)cc4)C(=O)N=C3S2)CC1	-21	-6	-11	-21	0	-13	-12	-22	-7	-12	-13
CCCN(CC1CC1)C(=O)CCc1nnc(CCc2c[nH]c3ccccc23)o1	-23	-21	-10	4	7	-1	5	-3	0	-18	-3
O=C(C1=C[C@@H](c2coc3ccccc3c2=O)C[C@@H](OCc2ccc(CO)cc2)O1)N1CCN(Cc2ccccc2)CC1	8	-1	-46	nt	-3	2	-3	-5	-10	8	-8
COc1ccccc1NC(=O)C(=O)N/N=C(\C)CC(=O)Nc1ccccn1	-15	2	10	0	-14	-4	-4	-29	5	-1	-10
Cc1ccc(/C(N)=N/OC(=O)c2ccc3c(c2)OCO3)cc1	-6	-17	-6	-43	-69	40	5	44	-98	-57	-83
COc1ccc(C(=O)NC2CC(C)(C)Cc3c2cnn3-c2ccccc2C)c(OC)c1OC (stereo unspecified)	-2	8	11	-15	6	5	-16	-6	16	12	8
CC(=O)Nc1ccc2c(c1)OCO2	4	3	-2	0	-4	-4	-14	-1	3	-5	7
CCN(CCO)Cc1csc2ccc(C(C)(C)C)cc12	4	17	10	-11	15	6	-6	-29	14	-3	18
COc1cc(C(=O)Nc2cc3c4c(c2)CC(=O)N4CCC3)cc(OC)c1OC	-16	2	-3	14	-9	16	1	-24	-30	-4	-3
CCOC(=O)c1ccc(OCc2nc(-c3cccs3)no2)cc1	-19	-11	-11	0	-5	25	6	-8	7	-11	-5
Cc1[nH]n(-c2ccccc2)c(=O)c1C=Nc1ccc(S(=O)(=O)N=C(N)N)cc1	-17	-1	-13	11	9	-16	19	4	-2	-4	7
COc1cc(OC)c(S(=O)(=O)NC(C)C)cc1C(=O)O	-5	7	5	12	-1	-15	2	-11	17	7	-8
CC(=O)N1C(C)c2ccccc2C(C)(C)CC12CCCCC2 (stereo unspecified)	-4	-7	7	21	-9	4	10	-11	26	-4	12
C=CCN1C(=O)CSc2ccc(C(=O)N3CCC(C)CC3)cc21	4	-14	-24	-5	-8	-34	5	2	8	27	1
CC1(C)CC(=O)C(C=NCC2CCN(C(=S)Nc3ccccc3)CC2)=C(O)C1	-14	nt	4	-14	4	17	-28	1	10	27	-4
Cc1c(/C(O)=C2\C(=O)C(=O)N(CCCN(C)C)C2c2ccco2)cnn1-c1ccccc1 (stereo unspecified)	80*	24	-3	49*	18	1	2	80*	32	-10	21
Cn1cc(Br)c(C(=O)Nc2sc3c(c2C#N)CCC3)n1	-50	nt	-8	-23	3	-8	8	-27	-2	-11	-11
Cc1nn2c(Nc3ccccc3)c3c(nc2c1-c1ccccc1)CCC3	1	1	0	14	12	19	4	-1	-1	32	2
FC(F)(F)c1nnc2ccc(NCc3ccccc3)nn12	5	1	-1	1	-1	-10	-3	15	3	5	-3
CC1CC2=C(C(=O)O1)C(c1ccccc1)Nc1ccccc1N2 (stereo unspecified)	-3	4	-1	-3	3	-2	16	-3	24	9	-1
Nc1ccccc1NC1=CC(=O)CC(c2ccco2)C1 (stereo unspecified)	14	7	-9	-34	-97	-1	-3	33	-93	0	-71
CCn1cc(CN(C)C(=O)CSc2nc(-c3ccco3)cc(C(F)(F)F)n2)c(C)n1	2	10	2	3	11	15	-4	15	15	16	1
O=C(NCc1ccco1)c1ccc2sc([C@@H]3O[C@H](CO)[C@H](O)[C@H](O)[C@H]3O)nc2c1	-4	nt	19	-4	10	-1	-10	0	-13	-1	-13
CC(C)(C)n1cnnc1Sc1ccc([N+](=O)[O-])cn1	-1	5	8	16	-11	11	-8	2	13	-2	-23
CCOC(=O)C1CCN(c2c(NCCCN3CCN(Cc4ccccc4)CC3)c(=O)c2=O)CC1	0	6	1	-20	18	6	7	6	7	12	-1
O=C(c1ccc(C(F)(F)F)cc1)N1CCC(=O)N(C(CO)Cc2ccccc2)CC1 (stereo unspecified)	-29	-7	19	14	16	3	4	70*	17	0	11
N#CC1=C(SCc2ccccc2)NC(=O)CC1c1cccc(O)c1 (stereo unspecified)	-5	-9	9	10	-5	19	7	3	25	11	3
Cc1nc2ccc(S(=O)(=O)CCC(=O)NCCc3ccccc3)cc2s1	-1	nt	6	-4	-35	13	3	10	13	2	-15
COC(=O)CC/C(O)=C1\C(=O)CC(C)(C)CC1=NCCc1nc2ccccc2[nH]1	4	2	-2	5	2	-1	8	3	4	-6	-12
COc1ccc(C)cc1NC(=O)c1ccc(S(=O)(=O)N2CCOCC2)cc1	-35	11	-12	-3	-15	-8	-1	-6	-8	0	5
CCc1cccc(C)c1NC(=O)CN1C(=O)c2ccccc2S1(=O)=O	5	-2	-14	-2	-11	-12	8	-21	13	-4	14
CCn1cc(CN2CCCC(CO)(Cc3cccc(Cl)c3)C2)cn1 (stereo unspecified)	-5	-4	4	3	-8	-1	2	-19	9	-10	-24
COc1ccc(C2CC(c3ccc4ccccc4c3)=NN2C(=O)CN2C(=O)CCC2=O)cc1 (stereo unspecified)	8	-3	-13	-15	-34	-2	7	-6	13	-13	10
Cc1ccc(NC(=O)COc2ccccc2)c(NC(=O)c2ccco2)c1	13	2	3	26	-9	-13	-2	-3	15	3	3
COC(=O)CCC(=O)OC1(C)C(=O)C=C2C=C(C3CC3)N(CCN3CCOCC3)C=C2C1=O (stereo unspecified)	7	-7	-14	-18	13	0	10	18	0	12	3
COc1ccccc1C(=O)N/C(=C\c1cn(S(=O)(=O)N(C)C)c2ccccc12)C(=O)N1CCOCC1	-3	-8	-6	-8	14	6	-2	4	2	-6	-17
COc1ccc(/C=C/C(=O)Nc2c(C(=O)O)[nH]c3ccccc23)cc1OC	0	-7	-3	5	-3	10	0	5	-20	11	-11
CCCC(C)c1nnc(NC(=O)CCS(=O)(=O)Cc2ccccc2)s1 (stereo unspecified)	-12	3	28	1	-2	-14	1	16	-3	0	4
COc1cccc(C2c3[nH]c4ccccc4c3CCN2CCCn2cccn2)c1 (stereo unspecified)	-14	-4	-4	2	30	0	2	7	15	-3	-10
Cc1ccc(-c2n[nH]c(=S)n2-c2ccccc2)cc1	13	3	-13	-5	2	-4	-14	6	18	-3	14
CCOC(=O)c1oc2ccccc2c1COC(=O)CNC(=O)c1ccccc1F	15	-8	0	7	-14	-4	13	4	5	-8	-22
COc1ccc(CCC(=O)Nc2ccc(S(=O)(=O)Nc3nccc(C)n3)cc2)cc1	8	2	13	-1	6	2	-19	48	4	-8	5
COc1cc(-c2noc(C)c2C(=O)NCC[C@@H]2CCCN2C)cc(OC)c1OC	-3	-6	13	-3	-15	-11	0	-2	8	-6	-39
N=c1c(C(=O)NCC2CCCO2)cc2c(=O)n3ccccc3nc2n1C1CCCCC1 (stereo unspecified)	-2	-4	20	-20	-23	2	-5	5	3	13	-19
O=C(CN1CCN(S(=O)(=O)c2ccc(F)cc2)CC1)Nc1ccnn1C1CCCC1	-7	5	7	-11	4	-21	-6	-9	-14	26	5
CCCS(=O)(=O)N1CCC(C(=O)N2CCc3ccccc3C2)CC1	-8	3	1	13	-1	-14	2	-1	11	5	-9
O=C(Oc1c(Cl)cc(Cl)c2ccccc12)N1CCCC1	-24	-17	-6	6	1	8	6	1	19	3	10
COc1ccc(Cl)cc1NC(=O)NCc1ccccn1	-17	-1	-46	-12	9	-8	-19	-17	13	6	3
C=CCOC(=O)C1=C[C@H](C2CCCCC2)C[C@H](OCc2ccc(CO)cc2)O1	17	-5	2	6	12	-5	4	3	10	6	6
C=CCN1C(=O)c2ccc(C(=O)N(C)CC(=O)Nc3c(C)cccc3C)cc2C1=O	-31	-3	1	10	-11	-10	13	4	16	8	-11
COC(=O)C(NC(C)=O)(Nc1nc2ccc(S(C)(=O)=O)cc2s1)C(F)(F)F (stereo unspecified)	7	1	4	-1	18	-2	-1	7	-2	-12	-4
O=C(N/N=C/c1c(Nc2cccc(C(F)(F)F)c2)nc2ccccn2c1=O)c1ccccc1[N+](=O)[O-]	1	-4	-5	-2	-7	11	-16	6	11	8	3

4 consecutive records from above, for reference:
SMILES	TROY signal inh	EBV LMP1 NFkB	CF NFkB inh	NR2F2 inh	NR5A2 inv ag	TRAIL sens C8	KKLEB tox	TWEAK-Fn14 inh	SRC3 inh	Shn3 3UTR inh	SRC1 inh
C=CCOC(=O)C1=C[C@H](C2CCCCC2)C[C@H](OCc2ccc(CO)cc2)O1	17	-5	2	6	12	-5	4	3	10	6	6
C=CCN1C(=O)c2ccc(C(=O)N(C)CC(=O)Nc3c(C)cccc3C)cc2C1=O	-31	-3	1	10	-11	-10	13	4	16	8	-11
COC(=O)C(NC(C)=O)(Nc1nc2ccc(S(C)(=O)=O)cc2s1)C(F)(F)F (stereo unspecified)	7	1	4	-1	18	-2	-1	7	-2	-12	-4
O=C(N/N=C/c1c(Nc2cccc(C(F)(F)F)c2)nc2ccccn2c1=O)c1ccccc1[N+](=O)[O-]	1	-4	-5	-2	-7	11	-16	6	11	8	3

Only part of the results is shown, so the mix of outcomes need not match the whole.
